S100A4 MyoIIA – inhibitors of S100A4-myosin IIA peptide binding, primary screen, biochemical, fluorescence polarization, TAMRA-MyoIIA peptide; 360,000 tested, 0.14% active; inhibition, % at 10.7 µM; AID 652163, 2013;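 active = mean inhibition of at least 70% across replicates, with every replicate also reaching that level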
Target sequence (P26447 whole entry, looked up): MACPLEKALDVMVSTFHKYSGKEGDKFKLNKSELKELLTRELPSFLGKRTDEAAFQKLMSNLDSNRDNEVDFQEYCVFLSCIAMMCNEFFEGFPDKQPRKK
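Test system: S100A4 monomer protein; Medium: HEPES pH 7.2 with CaCl2, KCl, NaCl, DTT, Triton; Probe or stimulus: TAMRA-labelled myosin IIA heavy-chain peptide probe, 5 nM; Doses: one dose per compound; Times: polarization read 5 min after assay mix addition, stable 5–60 min; Benchmarks: neutral control DMSO, positive control TFP.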
esBAF inh – Bmi1 luciferase reporter increase in mESCs, primary screen, esBAF inhibitor project, mouse ES cells, Bmi1 luciferase knock-in, single point; 24 h; 100% = twice the neutral-well signal; reporter increase, % at 12.5 µM; 350,000 tested, 2% active; AID 602393, 2012; in the data active = activation above about 40%;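 note: 0% = median of the plate's neutral control wells and 100% = double that signal; a rise in the Bmi1 reporter signal indicates esBAF inhibition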
RAD52 anneal inh – RAD52 DNA annealing inhibitors, primary screen, biochemical, FRET, single point, set 2 | recombinant RAD52 DNA annealing, FRET fluorescence | inhibition, % at 18.7 µM | 360,000 tested, 0.46% active;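 active = every replicate showing at least 50% inhibition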
ERAP1 HTS inh – human ERAP1 aminopeptidase inhibitors, primary screen, biochemical, single point, plate reader. Endoplasmic reticulum aminopeptidase 1 (Homo sapiens), Q9NZ08. recombinant ERAP1, Leu-AMC fluorescence, 60 min. inhibition, % at 10.7 µM. 340,000 tested, 0.15% active. AID 652197, 2013;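 active = mean replicate inhibition of at least 30%, or all replicates individually reaching that 30% level; inactive = mean below 30% and not every replicate reaching it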;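 note: 0% = neutral control wells and 100% = L-leucinethiol positive control wells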
Target sequence (Q9NZ08 whole entry, looked up): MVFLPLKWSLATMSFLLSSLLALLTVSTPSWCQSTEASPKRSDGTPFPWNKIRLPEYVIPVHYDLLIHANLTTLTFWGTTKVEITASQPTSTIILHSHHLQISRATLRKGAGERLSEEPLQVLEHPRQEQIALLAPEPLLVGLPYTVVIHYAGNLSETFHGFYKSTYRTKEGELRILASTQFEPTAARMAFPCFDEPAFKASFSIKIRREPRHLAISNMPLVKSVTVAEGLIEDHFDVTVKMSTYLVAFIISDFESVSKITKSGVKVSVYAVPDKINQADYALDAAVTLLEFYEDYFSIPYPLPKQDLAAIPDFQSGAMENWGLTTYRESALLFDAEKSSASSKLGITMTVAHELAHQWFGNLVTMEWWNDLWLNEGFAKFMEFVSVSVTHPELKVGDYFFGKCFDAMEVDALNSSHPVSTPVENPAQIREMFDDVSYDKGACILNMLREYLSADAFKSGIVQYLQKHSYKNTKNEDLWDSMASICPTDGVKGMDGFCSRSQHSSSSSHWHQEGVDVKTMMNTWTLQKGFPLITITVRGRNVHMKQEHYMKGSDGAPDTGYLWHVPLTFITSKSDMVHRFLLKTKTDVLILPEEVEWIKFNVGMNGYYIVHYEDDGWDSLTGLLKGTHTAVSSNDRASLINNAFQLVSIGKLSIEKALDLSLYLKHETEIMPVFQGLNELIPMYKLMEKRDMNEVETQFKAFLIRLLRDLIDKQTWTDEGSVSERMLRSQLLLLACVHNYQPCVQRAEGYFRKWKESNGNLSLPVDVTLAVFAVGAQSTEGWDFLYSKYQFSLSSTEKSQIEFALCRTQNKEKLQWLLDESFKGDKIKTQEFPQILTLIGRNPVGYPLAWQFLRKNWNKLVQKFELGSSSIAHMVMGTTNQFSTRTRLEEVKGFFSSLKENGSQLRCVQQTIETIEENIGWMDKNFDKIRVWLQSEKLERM
E-sel inducer – E-selectin induction in HUVECs, primary screen, imaging, HUVEC, immunofluorescence imaging, single point | 260,000 tested, 0.37% active | activation, % at 7.58 µM | normalized: neutral wells 0, TNF-alpha wells 100 | P16581;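 active = mean E-selectin-positive cell signal at least 10% of the positive control, reached in at least 60% of replicates, without over 20% cell loss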;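 note: in these data hits start at about 27%; measured in HUVEC primary endothelial cells; signal is the percent of cells scored E-selectin positive by PE staining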
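Read-out basis: % PE-positive cells; Test system: HUVEC primary endothelial cells; Technique: immunofluorescence imaging; Dosing: single-point compound dose.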
ERp5 inh – inhibitors of ERp5-driven insulin aggregation, primary screen, biochemical, turbidity, absorbance 650 nm, single point | 90 min | inhibition, % at 9.99 µM | 350,000 tested, 0.05% active | AID 651711, 2012;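 active = mean replicate inhibition above about 25%, with every replicate also reaching it, limit read from the data, passing the limit was not always enough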
RAD54 inh – inhibitors of human RAD54 branch migration, primary screen, biochemical, fluorescence, single point | DNA repair and recombination protein RAD54-like (Homo sapiens), Q92698 | RAD54 Holliday junction branch migration, FAM/BHQ fluorescence | inhibition, % at 10.4 µM | 360,000 tested, 0.14% active | AID 602329, 2012;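 active = mean normalized replicate activity at least 40 and at least half of replicates scoring 40 or more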;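 note: 0% = median of neutral control wells and 100% = median of positive control wells; inhibitors cause a drop in the FAM fluorescence signal; in these data hits start at about 50%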
Xi reactivation – activators of inactive X chromosome reactivation, primary screen, imaging, XiGFP fibroblasts, GFP high-content imaging, set 2; 360,000 tested, 0.055% active; AID 743238, 2013; XiGFP mouse fibroblasts, % GFP-positive cells imaging, 3 d; cells co-treated with 5-aza-dC sensitizer; scaled so ellipticine positive control = 100%; activation, % at 7.58 µM;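 active = mean normalized replicate activation at least 10% and every replicate at or above 10%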;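 note: 0% = median of on-plate neutral control wells and 100% = ellipticine 6 µM median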
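Material: XiGFP fibroblasts, SV40-immortalized. Buffer or medium: DMEM plus 5-aza-dC sensitizer. Compound: single concentration per compound, delivered by pin transfer. Times: 3 days compound exposure. Controls: ellipticine 6 µM.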
The depositor's hits bear a star; nt = not tested or not shown.

SMILES	S100A4 MyoIIA	esBAF inh	RAD52 anneal inh	ERAP1 HTS inh	E-sel inducer	ERp5 inh	RAD54 inh	Xi reactivation
CCC(C)[C@H](NC(=O)N1CCn2c1nc1ccccc12)C(=O)NCC1CCCO1 (stereo partly specified)	-3	-10	-11	-5	4.9	1	-1	0.3
COCC(=O)Nc1ccc2c(c1)C(=O)N(C)C[C@H](OC)[C@H](C)CN(C(=O)CC1CC1)[C@@H](C)CO2	17	-4	-15	0	0.0	6	-6	0.1
COCCN(C(=O)COC(=O)C1=COCCO1)c1c(N)n(Cc2ccccc2)c(=O)[nH]c1=O	-2	7	-1	3	nt	10	4	0.0
NC(=O)c1cccc(S(=O)(=O)N2CC(c3ccccc3)CC2=O)c1 (stereo unspecified)	-2	7	-2	-1	0.7	3	-6	0.2
COc1ccc(CN(C)C[C@H]2OCCCC[C@H](C)Oc3ccc(NC(=O)Nc4ccc5c(c4)OCO5)cc3C(=O)N([C@@H](C)CO)C[C@@H]2C)cc1	29	0	28	-3	-0.2	0	0	0.3
CC(C)Nc1nc2cccnc2s1	2	nt	14	nt	0.1	-1	nt	0.0
CCC(c1nnnn1Cc1ccccc1)N1CCN(c2ccc(OC)cc2)CC1 (stereo unspecified)	-2	nt	-6	-1	nt	5	nt	0.0
CO[C@H]1CN(C)C(=O)c2ccc(NC(=O)C3CC3)cc2OC[C@@H](C)N(CC2CCCC2)C[C@@H]1C	-3	-5	10	2	0.0	-1	-1	-0.3
CC(C)[C@H](NC(=O)c1ccccc1)C(=O)NC1=NCCS1	11	-1	-12	1	0.1	-6	-7	0.3
CCCCn1c(N)c(N(CCOC)C(=O)CCN2C(=O)C3CC=CCC3C2=O)c(=O)[nH]c1=O (stereo unspecified)	-8	2	-4	2	-0.5	1	1	0.3
O=C(O)c1ccc2c(c1Sc1ccccc1)C(=O)c1ccccc1C2=O	-5	nt	-8	0	1.4	0	nt	0.1
COc1ccc(S(=O)(=O)Nc2ccc3c(c2)C(=O)N([C@@H](C)CO)C[C@H](C)[C@@H](CN(C)C(=O)NC(C)C)OCCCC[C@@H](C)O3)cc1	9	4	-2	-3	0.0	0	0	0.4
COc1ccc(C(C)C)cc1S(=O)(=O)N1CC(C)OC(C)C1 (stereo unspecified)	-3	-2	-14	-4	nt	3	2	0.3
COc1ccc(CC(=O)NCCc2cnc[nH]2)cc1	-13	-9	-5	3	-0.2	0	-6	0.1
Cn1c(C(=O)O)c(CC(=O)N2CCC(Cc3ccccc3)CC2)c2ccccc21	2	nt	-37	5	nt	5	-18	0.0
OC(CNC1CCCCCC1)COc1cccc2ccccc12 (stereo unspecified)	0	1	-14	3	-0.1	3	17	-0.1
COc1ccc(NC(=O)CCNC(=O)N2CC(=O)Nc3ccccc32)c(OC)c1	0	-7	-30	1	3.1	4	-7	0.0
O=C(NCc1ccco1)c1nn2cccnc2c1Cl	4	nt	-12	-2	1.4	3	nt	0.0
CC=Cc1ccc2n(c1=O)C[C@H]1[C@H](CO)[C@@H](C(=O)NCCc3cn(C)cn3)N(C(=O)CC)[C@@H]21 (mixture of isomers)	12	nt	-8	-1	-0.1	6	nt	0.0
C[C@H]1CN([C@@H](C)CO)C(=O)c2cc(-c3cccc(F)c3)cnc2O[C@@H]1CN(C)C(=O)Nc1cc(F)ccc1F	-4	1	-10	1	-0.7	-2	3	0.2
CC(NC(N)=O)C(=O)NCC(=O)OCc1ccccc1 (stereo unspecified)	1	nt	11	1	nt	-4	nt	0.2
COc1cc(/C=N/NC(=O)CN(Cc2ccccc2)S(=O)(=O)c2ccc3c(c2)OCCO3)ccc1O	3	nt	-11	-4	5.4	-6	nt	0.1
COc1cccc(S(=O)(=O)N2CC[C@@H]3[C@H](CO)N(C)c4ccc(C#Cc5cccnc5)cc4[C@@H]32)c1	-6	10	-18	-5	0.2	-3	8	-0.1
Cc1ccc(C2=NOC(=O)/C2=C\C=C\c2ccccc2)cc1	-9	1	-110	-2	-1.6	-1	-7	0.0
CN(C(=O)COC(=O)c1ccc(S(=O)(=O)N2CCCC2)cc1)c1ccccc1	0	nt	-16	1	nt	4	nt	0.0

Two entries drawn at random from the list so far:
SMILES	S100A4 MyoIIA	esBAF inh	RAD52 anneal inh	ERAP1 HTS inh	E-sel inducer	ERp5 inh	RAD54 inh	Xi reactivation
COc1cc(/C=N/NC(=O)CN(Cc2ccccc2)S(=O)(=O)c2ccc3c(c2)OCCO3)ccc1O	3	nt	-11	-4	5.4	-6	nt	0.1
COc1ccc(C(C)C)cc1S(=O)(=O)N1CC(C)OC(C)C1 (stereo unspecified)	-3	-2	-14	-4	nt	3	2	0.3

The listing picks up; the four compounds before the break are reprinted first.
SMILES	S100A4 MyoIIA	esBAF inh	RAD52 anneal inh	ERAP1 HTS inh	E-sel inducer	ERp5 inh	RAD54 inh	Xi reactivation
COc1cc(/C=N/NC(=O)CN(Cc2ccccc2)S(=O)(=O)c2ccc3c(c2)OCCO3)ccc1O	3	nt	-11	-4	5.4	-6	nt	0.1
COc1cccc(S(=O)(=O)N2CC[C@@H]3[C@H](CO)N(C)c4ccc(C#Cc5cccnc5)cc4[C@@H]32)c1	-6	10	-18	-5	0.2	-3	8	-0.1
Cc1ccc(C2=NOC(=O)/C2=C\C=C\c2ccccc2)cc1	-9	1	-110	-2	-1.6	-1	-7	0.0
CN(C(=O)COC(=O)c1ccc(S(=O)(=O)N2CCCC2)cc1)c1ccccc1	0	nt	-16	1	nt	4	nt	0.0
CC(NCc1ccccc1OC1CCCC1)c1ccccc1 (stereo unspecified)	4	-10	-2	-1	0.0	3	18	0.0
CC(C)NC(=O)N[C@@H]1C[C@@H]2O[C@H](CO)CC[C@@H]2O[C@@H]1CCc1ccc(-c2ccc(F)cc2)cc1	1	nt	0	2	nt	0	nt	nt
CC1CC1C(=O)Nc1ccc(S(=O)(=O)N2CCCCC2)cc1 (stereo unspecified)	-3	9	-2	0	0.0	-1	-4	-0.1
CC(C)CC(N)c1csc(Nc2ccc(C(=O)NCCCO)cn2)n1 (stereo unspecified)	-9	4	-28	4	0.0	0	-3	0.0
CCOC(=O)N1CCC(NC(=O)CS(=O)Cc2nc(-c3ccc(Cl)cc3)oc2C)CC1 (stereo unspecified)	0	3	-15	7	nt	4	-9	0.0
CC(NC(=O)c1ccccc1)C(=O)OCn1nnc2ccccc2c1=O (stereo unspecified)	0	2	-20	-2	nt	-2	10	0.3
C[C@H]1CN([C@@H](C)CO)C(=O)c2cc(NC(=O)CCCN(C)C)ccc2O[C@@H]1CN(C)S(=O)(=O)c1ccc(Cl)cc1	-3	2	5	-1	-0.3	-7	4	-0.3
COc1ccc(CNC(=O)CN(C(=O)CCC(=O)Nc2ccccn2)c2ccc(C)cc2)cc1	10	4	-12	-2	nt	-4	-2	0.0
O=C(N[C@@H]1CC[C@@H](CCNC(=O)C2CCC2)O[C@H]1CO)c1ccncc1	-1	-1	-6	-3	-0.5	11	-3	-0.6
COc1ccccc1NC(=O)NC1CCCc2ccccc21 (stereo unspecified)	-14	nt	-32	3	nt	3	3	0.1
O=C(C[C@@H]1CC[C@H](NS(=O)(=O)c2ccccc2)[C@@H](CO)O1)N1CCc2ccccc2C1	-5	7	9	-1	0.6	5	12	-0.5
COc1ccc(C)cc1NC(=O)C1CCCN1S(=O)(=O)c1ccc2c(c1)CCC(=O)N2 (stereo unspecified)	-5	17	-8	4	0.0	-2	-3	0.3
OC(COc1ccc2c(c1)OCO2)CN1CCN(c2ccccc2)CC1 (stereo unspecified)	1	nt	0	8	nt	2	nt	0.0
O=C(Cc1ccc(F)cc1)N/N=C/c1ccc2c(c1)OCO2	3	53*	-20	0	nt	-1	-7	0.3
CC(C)NC(=O)N(C)C[C@H]1OCCCC[C@H](C)Oc2ccc(N(C)C)cc2C(=O)N([C@H](C)CO)C[C@@H]1C	-11	nt	-55	2	1.1	2	-12	0.1
O=C(OCC1CCNCC1)c1ccc2c(c1)OCO2	2	-4	-21	1	-0.1	-11	-10	0.2
CC(=O)C(=Cc1ccc(C(=O)O)cc1)C(C)=O	-10	nt	-23	-4	-0.3	-1	nt	0.0
CC1=C(C(N)=O)C(c2ccccc2F)n2nc(CCCO)nc2N1 (stereo unspecified)	-2	-2	-7	-2	nt	2	3	nt
COc1ccc(OC)c2[nH]c(=O)c(CCNC(=O)c3ccc4c(c3)OCO4)cc12	-4	-1	-7	4	nt	3	-4	0.0
CCCCCOC(=O)C1=C(C)NC(=O)NC1c1ccc(N(C)C)cc1 (stereo unspecified)	11	-3	-24	3	nt	2	-1	0.0
CN(C)C(=O)c1cc2c(c(-c3cccc(-c4ccccc4F)c3)n1)[C@H](CCO)N(S(C)(=O)=O)C2	1	nt	-17	0	-0.1	4	nt	-0.1
Cn1c(SCc2ccc(F)cc2)nnc1-c1cccs1	-6	nt	7	3	nt	1	nt	nt
C[C@@H]1CN([C@H](C)CO)C(=O)c2cc(N(C)C)ccc2O[C@H]1CN(C)Cc1ccc(C(F)(F)F)cc1	-32	-4	14	5	0.0	-3	-16	0.1
COc1ccc(NC(=O)COC(=O)CNS(=O)(=O)/C=C/c2ccccc2)cc1OC	-2	-2	-14	-7	nt	-1	-4	-0.1
C[C@@H]1CN([C@@H](C)CO)C(=O)Cc2cc(NS(=O)(=O)c3cn(C)cn3)ccc2O[C@@H]1CN(C)S(=O)(=O)c1cccs1	1	-4	1	4	-0.1	-7	7	-0.2
C/C=C/c1ccc2c(c1)O[C@@H](CN(C)Cc1cncnc1)[C@H](C)CN([C@@H](C)CO)S2(=O)=O	-3	-1	4	-1	2.2	10	-6	0.2
Cc1ccsc1C(=O)OCC(=O)N1CCN(C(=O)c2ccco2)CC1	-42	nt	12	-2	-0.1	-6	nt	0.0
CCS(=O)(=O)c1ccc(C(=O)NC2CC2)c(Cl)c1Cl	3	nt	-5	0	nt	1	nt	0.1

Single records, from the list above. Values in the order: S100A4 MyoIIA | esBAF inh | RAD52 anneal inh | ERAP1 HTS inh | E-sel inducer | ERp5 inh | RAD54 inh | Xi reactivation
CC(C)[C@H](NC(=O)c1ccccc1)C(=O)NC1=NCCS1 is listed with 11 | -1 | -12 | 1 | 0.1 | -6 | -7 | 0.3
COc1ccc(CN(C)C[C@H]2OCCCC[C@H](C)Oc3ccc(NC(=O)Nc4ccc5c(c4)OCO5)cc3C(=O)N([C@@H](C)CO)C[C@@H]2C)cc1 is listed with 29 | 0 | 28 | -3 | -0.2 | 0 | 0 | 0.3

Records above shown as hits in esBAF inh:
SMILES | S100A4 MyoIIA | esBAF inh | RAD52 anneal inh | ERAP1 HTS inh | ERp5 inh
O=C(Cc1ccc(F)cc1)N/N=C/c1ccc2c(c1)OCO2 | 3 | 53* | -20 | 0 | -1

Screening results from PubChem.
